High-throughput results deposited in PubChem BioAssay by several laboratories.
FAS-TE inh: blocks the thioesterase domain of human fatty acid synthase | hit rate 0.67% among 360,000 | recombinant FAS-TE, OMFH fluorogenic substrate, fluorescence endpoint | P49327 | inhibition, % at 15 µM | AID 602261;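 active = compounds whose normalised, plate-corrected inhibition of enzyme fluorescence in the single-dose primary screen is 50% or more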;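 note: 0% = DMSO with enzyme and 100% = substrate without enzyme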
NRP1-CendR mod: NRP-1/CendR interaction modulation; O14786; FAM-RPARPAR peptide binding to NRP-1, fluorescence polarization; inhibition, % at 25 µM; hit rate 0.85% among 360,000;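 active = inhibition or corrected inhibition above about 18%, plus a signal ratio from 0.5 to 1.5, limit read from the data, passing the limit was not always enough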; note: strong numbers were not always called active
SKN-1 block: C. elegans SKN-1 inhibition; C. elegans VP596 Pgst-4::GFP/RFP ratio, acrylamide-induced, 24 h; inhibition, % at 21.8 µM; hit rate 0.49% among 360,000;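 active = interference check ratio from 0.5 to 1.5 plus GFP to RFP signal ratio inhibition reaching or exceeding a fixed threshold, cut at about 30% in these data, passing the limit was not always enough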; note: some compounds called inactive have numbers as strong as hits
E coli Lon inh: E. coli protease La inhibition. P0A9M0. purified E. coli Lon protease, fluorescence polarization. inhibition, % at 7.94 µM. hit rate 0.42% among 360,000. AID 602123; in the data active = inhibition above about 13%, passing the limit was not always enough;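 note: 0% = enzyme with probe and DMSO and 100% = no enzyme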
Target sequence (P0A9M0 whole entry, looked up): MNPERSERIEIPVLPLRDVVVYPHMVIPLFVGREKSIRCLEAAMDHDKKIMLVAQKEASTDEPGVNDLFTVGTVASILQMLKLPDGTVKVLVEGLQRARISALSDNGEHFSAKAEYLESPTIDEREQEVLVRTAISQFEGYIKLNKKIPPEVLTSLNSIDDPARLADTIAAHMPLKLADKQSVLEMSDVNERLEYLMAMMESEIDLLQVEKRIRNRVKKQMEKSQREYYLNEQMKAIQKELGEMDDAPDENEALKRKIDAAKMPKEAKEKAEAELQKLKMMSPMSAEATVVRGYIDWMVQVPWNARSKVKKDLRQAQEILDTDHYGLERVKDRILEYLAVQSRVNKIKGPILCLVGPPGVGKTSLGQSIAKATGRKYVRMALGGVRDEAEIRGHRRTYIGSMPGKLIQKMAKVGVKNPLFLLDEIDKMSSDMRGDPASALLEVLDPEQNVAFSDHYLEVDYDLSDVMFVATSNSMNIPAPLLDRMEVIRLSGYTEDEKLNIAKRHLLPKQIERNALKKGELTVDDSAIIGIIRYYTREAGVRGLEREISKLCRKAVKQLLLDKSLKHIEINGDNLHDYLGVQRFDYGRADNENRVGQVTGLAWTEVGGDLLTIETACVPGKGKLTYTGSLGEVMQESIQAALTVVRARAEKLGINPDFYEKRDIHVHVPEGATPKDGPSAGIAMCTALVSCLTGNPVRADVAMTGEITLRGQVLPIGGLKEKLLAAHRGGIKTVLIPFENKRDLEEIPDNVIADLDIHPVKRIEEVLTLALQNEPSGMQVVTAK
MT1-MMP act inh: inhibitors of human MT1-MMP activation; P50281; HT1080 RFP-PRO-GFP cells, GFP/RFP ratio fluorescence, overnight; percent of plate control window, DMSO zero; GFP/RFP ratio change, % at 20 µM; hit rate 0.061% among 360,000;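 active = GFP/RFP ratio change of at least 30% with cell ATP level not reduced by more than half and red fluorescence within 50% of control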; note: strong numbers were not always called active
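Assay system: HT1080 RFP-PRO-GFP cells. Benchmarks: DMSO vehicle wells and RFP-L50D-GFP reporter cell wells. Times: overnight cell settling, then overnight compound exposure, 37 °C, 5% CO2. Compound: 20 µM single dose, 1% DMSO. Read-out basis: GFP/RFP fluorescence ratio.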
MsrA inhibitor: inhibitors of bovine MsrA; hit rate 0.75% among 360,000; inhibition, % at 15.5 µM; purified bovine MsrA, absorbance read-out; in the data active = inhibition above about 4.5%;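 note: 0% = vehicle wells with enzyme and 100% = reference inhibitor wells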
bovine MsrA act: bovine methionine sulfoxide reductase A activation | purified bovine MsrA, absorbance read-out | activation, % at 10.6 µM | hit rate 0.3% among 360,000 | AID 602163; in the data active = activation above about 7.5%;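 note: 0% = vehicle and 100% = reference activator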
Neddyl block: blocks human cullin neddylation; P61081+Q13564; TR-FRET cullin neddylation, biochemical; calls only at 25 µM; hit rate 0.58% among 360,000; AID 651699; in the data active = inhibition above about 36%
Rin1 Abl inh: blocks binding of human Rin1 to Abl | P00519+Q13671 | TR-FRET Rin1/Abl binding, biochemical | inhibition, % at 7.35 µM | hit rate 0.4% among 360,000 | AID 588664; in the data active = inhibition above about 5%, passing the limit was not always enough
An asterisk follows results filed as active.

COC(=O)c1ccc(OC)c(OC)c1Cl was read as FAS-TE inh -4, NRP1-CendR mod 5, SKN-1 block -6, E coli Lon inh -2, MT1-MMP act inh -1, MsrA inhibitor 1.8, bovine MsrA act -3, Neddyl block inactive and Rin1 Abl inh 0.
`COc1ccc(-c2cc(C(=O)Nc3ccc(C)c(C)c3)no2)cc1` gave FAS-TE inh 0, NRP1-CendR mod 12, SKN-1 block -4, E coli Lon inh -4, MT1-MMP act inh -2, MsrA inhibitor 2.4, bovine MsrA act -3 and Rin1 Abl inh 0.
`O=[N+]([O-])c1cccc(/C=N/Nc2nccnc2Cl)c1` gave FAS-TE inh -1, NRP1-CendR mod -7, SKN-1 block -10, E coli Lon inh -7, MT1-MMP act inh 1, MsrA inhibitor 2.5, bovine MsrA act -11, Neddyl block inactive and Rin1 Abl inh -5.
COc1ccccc1NC(=S)NNC(=S)Nc1ccc(OC(F)F)cc1 was read as FAS-TE inh 8, NRP1-CendR mod -110, SKN-1 block 6, E coli Lon inh -5, MT1-MMP act inh 0, MsrA inhibitor -0.1, bovine MsrA act -2, Neddyl block inactive and Rin1 Abl inh 0.
Cc1cc(Br)ccc1OCc1nc(-c2cccnc2)no1 was read as FAS-TE inh 4, NRP1-CendR mod -6, SKN-1 block 5, E coli Lon inh -11, MT1-MMP act inh -5, MsrA inhibitor 0.4, bovine MsrA act -2, Neddyl block inactive and Rin1 Abl inh 4.
Screening C[C@H](CO)N1C[C@H](C)[C@H](CN(C)C(=O)Nc2ccc(-c3cccs3)cc2)OCc2cnnn2CCCC1=O returned FAS-TE inh -6, NRP1-CendR mod -5, SKN-1 block 6, E coli Lon inh -11, MT1-MMP act inh 4, MsrA inhibitor 1.7, bovine MsrA act -2, Neddyl block inactive and Rin1 Abl inh -4.
Cc1ccc(-n2c(SCC(=O)N3CCN(c4ccccn4)CC3)nnc2N2CCCC2)cc1 was read as FAS-TE inh 1, NRP1-CendR mod 11, SKN-1 block 3, E coli Lon inh -9, MT1-MMP act inh -4, MsrA inhibitor 0.2, bovine MsrA act -3, Neddyl block inactive and Rin1 Abl inh 2.
Screening COC(=O)c1cn(NC(=O)c2ccc([N+](=O)[O-])cc2Cl)c(=O)c2ccccc12 returned FAS-TE inh 7, NRP1-CendR mod 5, SKN-1 block 35, E coli Lon inh 2, MT1-MMP act inh -8, MsrA inhibitor 0.5, bovine MsrA act -1, Neddyl block inactive and Rin1 Abl inh 0.
Screening COc1cccc(Oc2ccc(C(F)(F)F)cc2NC(=O)C2=COCCO2)c1 returned FAS-TE inh 30, NRP1-CendR mod 5, SKN-1 block 11, E coli Lon inh -8, MT1-MMP act inh 3, MsrA inhibitor 1.0, bovine MsrA act -5, Neddyl block inactive and Rin1 Abl inh 2.
Screening CCOC(=O)c1c(NC(=O)Cn2ccsc2=N)sc(C)c1C returned FAS-TE inh -31, NRP1-CendR mod -8, SKN-1 block -2, E coli Lon inh -7, MT1-MMP act inh -3, MsrA inhibitor 0.3, bovine MsrA act -8, Neddyl block inactive and Rin1 Abl inh 0.
`CCCS(=O)(=O)c1c(S(=O)(=O)CCC)c2c(C)cccn2c1C(=O)N/N=C/c1cc(O)cc(O)c1` gave FAS-TE inh 10, NRP1-CendR mod -20, SKN-1 block 10, E coli Lon inh 8, MT1-MMP act inh -1, MsrA inhibitor 2.7, bovine MsrA act -10, Neddyl block inactive and Rin1 Abl inh 1.
`Nc1c(C(=O)Nc2ccccc2F)sc2nc(-c3cccnc3)ccc12` gave FAS-TE inh 0, NRP1-CendR mod -18, SKN-1 block 12, E coli Lon inh -8, MT1-MMP act inh -16, MsrA inhibitor 0.7, bovine MsrA act -3, Neddyl block inactive and Rin1 Abl inh -4.
`COc1cccc2c1OCC(C(=O)O)C2` (centres undefined) gave FAS-TE inh -10, NRP1-CendR mod 11, SKN-1 block 8, E coli Lon inh 5, MT1-MMP act inh 0, MsrA inhibitor 0.4, bovine MsrA act -4, Neddyl block inactive and Rin1 Abl inh -4.
Screening N#C/C(C(=O)Nc1ccc(Cl)cc1)=C(/S)Nc1ccccc1 returned FAS-TE inh 8, NRP1-CendR mod -7, SKN-1 block 1, E coli Lon inh 8, MT1-MMP act inh 2, MsrA inhibitor 4.1, bovine MsrA act -4, Neddyl block inactive and Rin1 Abl inh -2.
`Cc1ccc(/C=C/C(=O)O)cc1S(=O)(=O)N1CCC(Cc2ccccc2)CC1` gave FAS-TE inh -3, NRP1-CendR mod -6, SKN-1 block -3, E coli Lon inh -9, MT1-MMP act inh 1, MsrA inhibitor 0.1, bovine MsrA act -1, Neddyl block inactive and Rin1 Abl inh -4.
`COc1nc(Nc2ccccc2)nc(OC)n1` gave FAS-TE inh -4, NRP1-CendR mod 4, SKN-1 block -16, E coli Lon inh 4, MT1-MMP act inh 1, MsrA inhibitor -1.0, bovine MsrA act -5, Neddyl block inactive and Rin1 Abl inh -2.
For Cc1cccc(NC(=O)c2cc([N+](=O)[O-])ccc2N2CCOCC2)c1C the results were FAS-TE inh 18, NRP1-CendR mod 3, SKN-1 block 13, E coli Lon inh -14, MT1-MMP act inh 1, MsrA inhibitor 2.0, bovine MsrA act 0, Neddyl block inactive and Rin1 Abl inh -2.
Screening CC(=O)c1cc(C#N)c(SCC(=O)OC(C)(C)C)nc1C returned FAS-TE inh 25, NRP1-CendR mod 7, SKN-1 block -11, E coli Lon inh 0, MT1-MMP act inh 8, MsrA inhibitor 0.1, bovine MsrA act 3, Neddyl block inactive and Rin1 Abl inh 3.
Screening Cc1[nH]c2ccccc2c1/C=C(\C#N)C(=O)NC1CC1 returned FAS-TE inh -3, NRP1-CendR mod -7, SKN-1 block -15, E coli Lon inh 9, MT1-MMP act inh 4, MsrA inhibitor 0.7, bovine MsrA act -14, Neddyl block inactive and Rin1 Abl inh -2.
`CCCC(=O)OCCNc1cc(Sc2nccn2C)c2nonc2c1[N+](=O)[O-]` gave FAS-TE inh 62*, NRP1-CendR mod -7, SKN-1 block 8, E coli Lon inh -3, MT1-MMP act inh 2, MsrA inhibitor 2.8, bovine MsrA act -2, Neddyl block inactive and Rin1 Abl inh -3.
Screening FC(F)(F)c1cccc(CNC2c3ccccc3-c3ccccc32)c1 returned FAS-TE inh 16, NRP1-CendR mod 8, SKN-1 block -8, E coli Lon inh 0, MT1-MMP act inh -1, MsrA inhibitor 0.8, bovine MsrA act -2, Neddyl block inactive and Rin1 Abl inh 4.
`O=C(Nc1ccccc1N1CCOCC1)C1Cc2ccccc2CN1C(=O)c1ccco1` (centres undefined) gave FAS-TE inh -1, NRP1-CendR mod -3, SKN-1 block -10, E coli Lon inh -5, MT1-MMP act inh 5, MsrA inhibitor -1.9, bovine MsrA act -9, Neddyl block inactive and Rin1 Abl inh 5.
O=C(O)c1ccc(N=NN2CCCC2)cc1 was read as FAS-TE inh -4, NRP1-CendR mod 0, SKN-1 block 3, E coli Lon inh 3, MT1-MMP act inh 1, MsrA inhibitor 5.1*, bovine MsrA act -6, Neddyl block inactive and Rin1 Abl inh 3.
For CN=c1scc(-c2ccc(Br)cc2)n1C the results were FAS-TE inh -4, NRP1-CendR mod 16, SKN-1 block -17, E coli Lon inh -6, MT1-MMP act inh 4, MsrA inhibitor -0.8, bovine MsrA act -1, Neddyl block inactive and Rin1 Abl inh -1.
`CCSCc1nnc(SCC(=O)Nc2nc3ccccc3s2)n1C` gave FAS-TE inh -2, NRP1-CendR mod -5, SKN-1 block 1, E coli Lon inh -6, MT1-MMP act inh -6, MsrA inhibitor 0.3, bovine MsrA act -3, Neddyl block inactive and Rin1 Abl inh 2.
COc1ccc(Nc2c(-c3ccc(OC)cc3)nc3cnccn23)cc1 was read as FAS-TE inh 1, NRP1-CendR mod -2, SKN-1 block -3, E coli Lon inh -13, MT1-MMP act inh 3, MsrA inhibitor 4.0, bovine MsrA act -3 and Rin1 Abl inh -3.
Screening CCOC(=O)c1sc(N)c(C#N)c1COC(=O)CNC(=O)c1ccccc1 returned FAS-TE inh -13, NRP1-CendR mod -162, SKN-1 block 10, E coli Lon inh -1, MT1-MMP act inh 2, MsrA inhibitor 0.5, bovine MsrA act 3, Neddyl block inactive and Rin1 Abl inh -4.
For c1ccc(CN2CCN(Cc3nnc(-c4ccccc4)o3)CC2)cc1 the results were FAS-TE inh -1, NRP1-CendR mod -17, SKN-1 block -4, E coli Lon inh -1, MT1-MMP act inh 0, MsrA inhibitor 0.5, bovine MsrA act -4, Neddyl block inactive and Rin1 Abl inh 0.
`CC(Cn1cnc2ccccc21)C(=O)O` (centres undefined) gave FAS-TE inh -6, NRP1-CendR mod -8, SKN-1 block 8, E coli Lon inh 0, MT1-MMP act inh 4, MsrA inhibitor -1.1, bovine MsrA act -3, Neddyl block inactive and Rin1 Abl inh 0.
Cc1ccc(C)c(NC(=O)C(Sc2nnc(-c3cccs3)o2)c2ccccc2)c1 (centres undefined) was read as FAS-TE inh 8, NRP1-CendR mod -6, SKN-1 block -5, E coli Lon inh 3, MT1-MMP act inh -3, MsrA inhibitor -0.6, bovine MsrA act -6, Neddyl block inactive and Rin1 Abl inh 1.
Screening CCn1c(SCC(=O)NCc2ccc3c(c2)OCO3)nnc1-c1ccncc1 returned FAS-TE inh -6, NRP1-CendR mod 14, SKN-1 block -2, E coli Lon inh -17, MT1-MMP act inh -6, MsrA inhibitor -0.5, bovine MsrA act -7, Neddyl block inactive and Rin1 Abl inh 4.
Screening Cc1cc(O)cc2c1C1CCC3(C)C(=O)CCC3C1C=C2 (centres undefined) returned FAS-TE inh 6, NRP1-CendR mod -19, SKN-1 block -9, E coli Lon inh -24, MT1-MMP act inh 1, MsrA inhibitor -0.3, bovine MsrA act 0, Neddyl block inactive and Rin1 Abl inh 0.
N#CCc1nc2ccccc2c(=O)[nH]1 was read as FAS-TE inh -7, NRP1-CendR mod -9, SKN-1 block -3, E coli Lon inh -22, MT1-MMP act inh -20, MsrA inhibitor 0.4, bovine MsrA act -5, Neddyl block inactive and Rin1 Abl inh -1.
Screening Cc1cccc(NC(=O)CS(=O)(=O)Cc2ccccc2)n1 returned FAS-TE inh -2, NRP1-CendR mod 1, SKN-1 block -2, E coli Lon inh -6, MT1-MMP act inh 15, MsrA inhibitor -1.1, bovine MsrA act -1, Neddyl block inactive and Rin1 Abl inh -4.
C=CCn1c(SCC#N)nc2c(c1=O)C(C)(C)Cc1ccccc1-2 was read as FAS-TE inh 21, NRP1-CendR mod 4, SKN-1 block -13, E coli Lon inh -11, MT1-MMP act inh 3, MsrA inhibitor -0.5, bovine MsrA act -2, Neddyl block inactive and Rin1 Abl inh 2.
`Cc1ccc(Nc2c([N+](=O)[O-])cc(C(=O)N3CC(=O)Nc4ccccc43)cc2[N+](=O)[O-])c(C)c1` gave FAS-TE inh 16, NRP1-CendR mod 6, SKN-1 block 3, E coli Lon inh -1, MT1-MMP act inh -18, MsrA inhibitor 3.8, bovine MsrA act 1, Neddyl block inactive and Rin1 Abl inh -3.
For CCC(CC)COC(=O)C1=C(C)NC(=O)NC1c1ccc2c(c1)OCO2 (centres undefined) the results were FAS-TE inh 11, NRP1-CendR mod -6, SKN-1 block 21, E coli Lon inh 5, MT1-MMP act inh -2, MsrA inhibitor -0.4, bovine MsrA act -2, Neddyl block inactive and Rin1 Abl inh 1.
Screening CC(=O)N1c2ccc(S(=O)(=O)N3CCC(C(=O)Nc4cccc(C)c4)CC3)cc2CC1C (centres undefined) returned FAS-TE inh 2, NRP1-CendR mod 31*, SKN-1 block -4, E coli Lon inh -4, MT1-MMP act inh 0, MsrA inhibitor 1.6, bovine MsrA act -4, Neddyl block inactive and Rin1 Abl inh 3.

Hits appear at their usual frequency; about 4.2% have a hit in one of these screens.
